Screening results (PubChem BioAssay)
TrxR1 substrate = is turned over as a substrate by rat TrxR1; O89049; purified TrxR1 substrate turnover, NADPH consumption readout; Potency, µM (doses to about 114 µM), without a hit: at the top dose activity change, negative = substrate turnover; 390,000 compounds, 0.01% hits; further: potency means the concentration at half of the fitted maximal effect; on the % scale 0 is the no-effect control and ±100 the full control effect; nearly all actives have a fitted effect of over 50% in size
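Rat TrxR1, dispensed at 90 nM, was prereduced with 400 uM NADPH (final) for 5 min at ~22 deg C, then incubated with compound 15 min before 400 uM selenite. A first-read NADPH fluorescence drop versus no-compound background flagged substrates.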
USP1-UAF1 inh = USP1/UAF1 (human) deubiquitinase inhibition; AID 743255; recombinant USP1/UAF1, Ub-Rhodamine cleavage fluorescence; O94782; Potency, µM (series often up to 57.1 µM), without a hit: at the top dose activity change, negative = inhibition, hits mostly inhibitors; 390,000 compounds, 0.23% hits; further: potency means the concentration at half of the fitted maximal effect; on the % scale 0 is the no-effect control and ±100 the full control effect; nearly all actives have a fitted effect of over 60% in size; inactives centre near -12
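High-throughput fluorogenic screen: 1nM USP1/UAF1 complex, Ub-Rho substrate 150nM final, 50mM HEPES pH 7.8 with 0.5mM EDTA, 0.1 mg/ml BSA, 1mM TCEP and 0.01% Tween-20.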
rTrxR1 inhibitor = rat TrxR1 inhibition; O89049; recombinant rTrxR1, NADPH fluorescence consumption, selenite substrate; Potency, µM (doses to about 114 µM), for the others: at the top dose activity change, negative = inhibition, actives largely listed as inhibitors; 390,000 compounds, 1% hits; AID 588453; further: potency means the concentration at half of the fitted maximal effect; on the % scale 0 is the no-effect control and ±100 the full control effect; nearly all actives have a fitted effect of over 65% in size
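Rat TrxR1 (90 nM in the dispensed reagent) was pre-reduced with 400 uM NADPH for 5 min at room temperature, then incubated with compound for 15 min. After 400 uM selenite was added, NADPH fluorescence (Ex 340/Em 450 nm) was followed for 8 min.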
LDHA block = inhibitors of human lactate dehydrogenase A; AID 1347041; purified LDHA, NADH/diaphorase-resazurin fluorescence; active compounds read low; activity change, % (values are at about 110 or 230 µM); 480,000 compounds, 0.15% hits; P00338; in the data active means activity change below about -30%; inconclusive means mostly about -25% to -30%;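 further: plate controls were DMSO wells for no effect and wells without enzyme for full effect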
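Human LDH5 (2 nM) was incubated with 0.06 mM NADH and 0.2 mM pyruvate for 5 min at room temperature in Tris pH 7.4. Remaining NADH was coupled through diaphorase/resazurin, and resorufin fluorescence was read at 0 and 20 min.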
Glioma ERSR ind = induces the endoplasmic reticulum stress response in human glioma cells | U87-MG GRP78 promoter luciferase reporter, 16 h | Potency, µM, for inactives: at the highest dose activation, most hits filed as activators | 420,000 compounds, 0.02% hits | AID 602332; further: potency means the concentration at half of the fitted maximal effect; series mostly up to about 76 µM; % of control where 0% means no effect; nearly all actives have a fitted effect of over 35% in size
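ERSR induction read as luciferase luminescence (Bright-Glo, 10 min at room temperature) in stably transfected human U87-MG glioma cells exposed to compounds for 16 h, using GRP78 as sensor.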
RGS4 inhibitor = blocks human RGS4-accelerated GTP hydrolysis; P49798; Transcreener GDP fluorescence polarization, RGS4-accelerated GTP hydrolysis; Potency, µM (top dose mostly 114 µM), inactives show at the highest dose activity change, negative = inhibition, most hits filed as inhibitors; 390,000 compounds, 0.039% hits; further: potency means the concentration at half of the fitted maximal effect; on the % scale 0 is the no-effect control and ±100 the full control effect; nearly all actives have a fitted effect of over 75% in size; some results filed as inactive show a strong effect at the top dose
Target sequence (P49798 whole entry, looked up): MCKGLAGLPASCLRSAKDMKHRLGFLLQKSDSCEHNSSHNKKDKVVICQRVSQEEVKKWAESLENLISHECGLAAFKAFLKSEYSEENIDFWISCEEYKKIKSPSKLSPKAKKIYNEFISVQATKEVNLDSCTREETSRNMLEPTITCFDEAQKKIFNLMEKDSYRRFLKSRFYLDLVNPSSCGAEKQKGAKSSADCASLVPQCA
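MLSMR compounds (23 nl, pin-transferred) preincubated 10 min at room temperature with a 500nM (2x) first reagent, then RGS4 at 900nM (2x) plus Transcreener GDP mix added; fluorescence polarization (620/688 nm) read before and after 90 min at 30 °C.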
IDH1 R132H inh = human IDH1 R132H inhibition | O75874 | AID 602179 | Potency, µM (top dose mostly 76.6 µM), for inactives: top-dose activity change, negative = inhibition, usual class: inhibitors | 390,000 compounds, 0.093% hits | IDH1-R132H enzyme, NADPH consumption, diaphorase/resazurin fluorescence; further: potency means the concentration at half of the fitted maximal effect; on the % scale 0 is the no-effect control and ±100 the full control effect; nearly all actives have a fitted effect of over 65% in size
Target sequence (O75874 whole entry R132H, stated change not applied): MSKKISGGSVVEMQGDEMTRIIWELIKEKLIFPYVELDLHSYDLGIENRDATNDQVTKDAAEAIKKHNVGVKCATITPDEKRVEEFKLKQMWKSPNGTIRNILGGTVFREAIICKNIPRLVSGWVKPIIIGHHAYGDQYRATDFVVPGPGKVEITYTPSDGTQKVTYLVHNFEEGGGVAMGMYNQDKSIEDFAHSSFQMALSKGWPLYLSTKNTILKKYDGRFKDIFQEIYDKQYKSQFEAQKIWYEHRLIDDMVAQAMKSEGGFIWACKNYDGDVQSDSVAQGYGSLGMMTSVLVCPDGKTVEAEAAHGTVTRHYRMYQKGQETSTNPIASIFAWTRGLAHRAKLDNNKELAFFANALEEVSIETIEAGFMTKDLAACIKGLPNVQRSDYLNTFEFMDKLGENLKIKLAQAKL
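IDH1-R132H (0.5 ug/mL dispensed) in pH 7.5 Tris buffer was preincubated 30 min with compound, then given a substrate mix of 0.016 mM NADPH and 2 mM alpha-KG for 80 min at room temperature; remaining NADPH was read by diaphorase/resazurin fluorescence.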
Vif-APOBEC3G blk = inhibitors of Vif-APOBEC3G interaction; Q9HC16; HeLa A3G-eYFP + Vif (tagged APOBEC3G with the HIV-1 protein that degrades it), YFP fluorescence, overnight; Potency, µM (highest dose often 46.1 µM), for the others: at the highest dose activity, negative = active, hits mostly inhibitors; 410,000 compounds, 0.076% hits; AID 602310;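 further: potency means the concentration at half of the fitted maximal effect; on the % scale 0 is the no-effect control and ±100 the full control effect; nearly all actives have a fitted effect of over 60% in size; hits raise eYFP signal because A3G escapes Vif-driven loss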
Target sequence (Q9HC16 whole entry, looked up): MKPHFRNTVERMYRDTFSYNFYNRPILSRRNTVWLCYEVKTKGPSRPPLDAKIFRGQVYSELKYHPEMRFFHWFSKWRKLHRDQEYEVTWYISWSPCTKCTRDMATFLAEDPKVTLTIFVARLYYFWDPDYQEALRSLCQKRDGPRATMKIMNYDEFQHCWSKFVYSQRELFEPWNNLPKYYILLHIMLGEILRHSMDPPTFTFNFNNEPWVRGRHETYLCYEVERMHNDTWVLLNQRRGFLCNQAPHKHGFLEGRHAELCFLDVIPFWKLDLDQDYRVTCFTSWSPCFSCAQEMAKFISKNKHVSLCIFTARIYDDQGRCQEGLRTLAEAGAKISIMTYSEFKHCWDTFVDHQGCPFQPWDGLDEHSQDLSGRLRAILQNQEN
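HeLa cells stably expressing Vif and C-terminally eYFP-tagged A3G, seeded overnight at 37 deg C, then exposed to compound by pintool overnight at 37 deg C. Rise in yellow fluorescence (Ex 488/Em 500-530, Acumen) marks blocked Vif-driven A3G degradation.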
Vif-A3F inh = blocks the Vif interaction with APOBEC3F | 390,000 compounds, 0.2% hits | HeLa A3F-eYFP + Vif (tagged APOBEC3F with the HIV-1 protein that degrades it), YFP fluorescence increase | Potency, µM (series often up to 46.1 µM), for the others: at the top dose activity, negative = active; further: potency means the concentration at half of the fitted maximal effect; % of control where 0% means no effect; nearly all actives have a fitted effect of over 65% in size
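HeLa cells stably expressing A3F-eYFP plus Vif, plated and incubated overnight at 37 deg C, then exposed to compounds overnight at 37 deg C. Blocked degradation read as raised yellow fluorescence (Ex 488/Em 500-530).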
* marks the source's active call; other numbers are inactive results; u = inconclusive; x = not tested or not shown; & = joins results of further samples; [ ] = dose if it differs, or a comment. Unless noted, the call rests on the fitted dose curve; in most records, active means well fitted curve in the direction sought with a large enough effect; inconclusive means small, poorly fitted or top-dose-only effect, or another doubt; inactive means no such curve, though single readings can be large; an effect the other way counts as inactive or inconclusive. The list is partial. The share of hits here may be higher or lower than overall.

The line under a structure holds: TrxR1 substrate	USP1-UAF1 inh	rTrxR1 inhibitor	LDHA block	Glioma ERSR ind	RGS4 inhibitor	IDH1 R132H inh	Vif-APOBEC3G blk	Vif-A3F inh
COc1ccc(/C=N/NC(=O)c2ccoc2C)cc1OC
  -12%	-9%	-13%	-1	-4%	-10%	9%	1%	-6%
O=C(Nc1ccc(Cl)cc1C(=O)NCCN1CCOCC1)c1ccc(Cl)cc1Cl
  8%	-3%	18%	0	-1%	-3%	3%	-1%	1%
CCc1n[nH]c(=S)n1/N=C/c1c[nH]c2ccc(Br)cc12
  9%	-6%	-2%[57.1 µM]	-11	-4%	-36%	-2%	-15%	u
CNC(=S)NNC(=O)c1cn(C)nc1C
  10%	-13%	28%	-1	1%	15%	8%	-6%	-2%
Cc1csc2nc(CCNS(=O)(=O)c3cccs3)cn12
  1%[57.1 µM]	-23%	4%[57.1 µM]	-3	3%	7%	2%	-4%	0%
COc1ccc(OC)c(CN2C(=O)c3ccccc3C2C(=O)NCc2cccnc2)c1 (stereo not drawn)
  2%	10%	24%	-1	-4%	1%	1%	1%	-1%
O=C(O)c1ccccc1C(=O)Nc1ccc(S(=O)(=O)N2CCCC2)cc1
  -10%[57.1 µM]	2%	-19%[57.1 µM]	1	-6%	14%	-11%	0%	-5%
Cc1ccc(C)c(OCc2n[nH]c(=S)o2)c1
  1%	-4%	17%[0.0914 µM]	-7	-1%	-20%	3%	1%	-21%
CN(Cc1cnc2nc(N)nc(N)c2n1)c1ccc(C(=O)NC(CCC(=O)O)C(=O)O)cc1 (stereo not drawn)
  28%	-8%	-12%	13	-5%&-4%	6%	5%	0%	10%
COc1cc2c(cc1OC)C(=O)Cc1ccc3c(c1CN(C)CC2)OCO3
  5%	u	17%	4	2%&-1%	-17%	0%	1%	0%
Cc1ccc(S(=O)(=O)N2CC3(O)CN(C(=O)OC(C)C)N(C(=O)OC(C)C)CC3(OC(=O)NCc3ccco3)C2)cc1 (stereo not drawn)
  x	-18%	x	1	0%	x	13%	0%	-3%
COc1cc(/C=C(/C#N)c2nc3ccccc3[nH]2)ccc1OC(=O)c1ccco1
  10%	-22%	23%	-1	2%	-13%	-2%	u	u
CCCCOC(=O)/C=C\C(=O)OCCCC
  5%[57.1 µM]	-14%	10%[57.1 µM]	-3	-2%	-11%	16%	3%	6%
Cc1ccc(Cn2c(C)c(CNCc3ccc(OC(C)C)cc3)c(C(=O)O)c2C)cc1
  -3%	8%	-1%	-2	0%	30%	6%	2%	2%
Cc1ccc(N)c2c1OCCC2=O
  -11%	2%	-13%	10	-1%	14%	5%	-4%	0%
O=C(CCc1ccccc1)NCc1ccc2c(c1)CCN2C(=O)c1ccc(Cl)cc1
  6%[57.1 µM]	-6%	15%[57.1 µM]	-2	-2%	3%	-16%	3%	-5%
CCc1[nH]nc2c1C(C1C=CCCC1)C(C#N)=C(N)O2 (stereo not drawn)
  -6%	-22%	2%	1	-13%	-10%	-3%	u	4%
CCOC(=O)C(=O)Nc1ccccc1C(=O)OC
  -1%	-4%	7%	-3	0%	0%[56.9 µM]	5%	0%	0%
Cc1ccc(NC(=O)CN2CCN(S(=O)(=O)c3ccc(F)cc3)CC2)cc1C
  -16%	-9%	-4%	-7	-1%	6%	4%	-1%	2%
CCC(C(=O)NCc1ccccc1)n1ncn2c(cc3occc32)c1=O (stereo not drawn)
  7%	-16%	3%	-2	-2%	-5%	-19%	2%	-2%

Some of the entries so far, as comma-separated lines.
Structure,TrxR1 substrate,USP1-UAF1 inh,rTrxR1 inhibitor,LDHA block,Glioma ERSR ind,RGS4 inhibitor,IDH1 R132H inh,Vif-APOBEC3G blk,Vif-A3F inh
Cc1ccc(Cn2c(C)c(CNCc3ccc(OC(C)C)cc3)c(C(=O)O)c2C)cc1,-3%,8%,-1%,-2,0%,30%,6%,2%,2%
Cc1ccc(N)c2c1OCCC2=O,-11%,2%,-13%,10,-1%,14%,5%,-4%,0%
O=C(CCc1ccccc1)NCc1ccc2c(c1)CCN2C(=O)c1ccc(Cl)cc1,6%[57.1 µM],-6%,15%[57.1 µM],-2,-2%,3%,-16%,3%,-5%
CCc1[nH]nc2c1C(C1C=CCCC1)C(C#N)=C(N)O2 (stereo not drawn),-6%,-22%,2%,1,-13%,-10%,-3%,u,4%
CCOC(=O)C(=O)Nc1ccccc1C(=O)OC,-1%,-4%,7%,-3,0%,0%[56.9 µM],5%,0%,0%
Cc1ccc(NC(=O)CN2CCN(S(=O)(=O)c3ccc(F)cc3)CC2)cc1C,-16%,-9%,-4%,-7,-1%,6%,4%,-1%,2%
CCC(C(=O)NCc1ccccc1)n1ncn2c(cc3occc32)c1=O (stereo not drawn),7%,-16%,3%,-2,-2%,-5%,-19%,2%,-2%

Carrying on.
The line under a structure holds: TrxR1 substrate	USP1-UAF1 inh	rTrxR1 inhibitor	LDHA block	Glioma ERSR ind	RGS4 inhibitor	IDH1 R132H inh	Vif-APOBEC3G blk	Vif-A3F inh
CC(=O)Oc1c(Sc2ccccc2[N+](=O)[O-])c(C)nn1C(C)(C)C
  -2%[57.1 µM]	-21%	3%[57.1 µM]	0	-6%	-11%	13%	-5%	3%
Cc1ccc(S(=O)(=O)NCCC(=O)Nc2ccc3c(c2)OCO3)cc1
  13%[57.1 µM]	-7%	17%[57.1 µM]	2	-6%	11%	6%	-1%	-2%
O=C(Nc1cc(F)ccc1F)C1CCCO1 (stereo not drawn)
  1%	-3%	20%	-1	-8%	-14%	2%	-4%	-1%
CCOc1ccc(NC(=O)c2oc3ccccc3c2NC(=O)Cc2ccc(OC)c(OC)c2)cc1
  8%	-15%	5%	-5	3%	4%	-2%	4%	1%
COc1ccccc1CN1CCNC(=O)C1CC(=O)NCc1c(C)n[nH]c1C (stereo not drawn)
  -5%	u	8%[57.1 µM]	-2	-1%	u	6%	4%	7%
CCOC(=O)N1CCN(C(=O)c2cccn3c(=O)c4c5c(sc4nc23)CCCC5)CC1
  3%	-17%	6%	-1	5%	-29%	10%	0%	-17%
CCCCn1c(N)c(N(CCOC)C(=O)c2ccco2)c(=O)[nH]c1=O
  -6%	-17%	-3%	1	-2%	-1%	6%	-2%	-7%
COc1ccccc1NS(=O)(=O)c1cccc(C(=O)N/N=C(\C)c2cccnc2)c1
  0%	-5%	17%	2	-4%	12%	15%	0%	1%
COc1ccc(Cl)cc1S(=O)(=O)N1CCCC(C(=O)NCCc2ccccc2)C1 (stereo not drawn)
  -7%	0%	0%	-7	-3%	15%	-2%	1%	6%
Cc1cc(O)ccc1N/C=C(\C#N)c1nc2ccccc2o1
  16%	-7%	14%	0	-7%	14%	3%	-17%	-21%
CCC1CN(C(=O)N2CCC(C(=O)NCc3cccs3)CC2)c2cc(C)ccc2O1 (stereo not drawn)
  -8%	-5%	5%	5	-6%	11%	-12%	2%	1%
COc1ccc(NC(=O)Cn2nnc(-c3ccccc3F)n2)cc1Cl
  -10%	-6%	-9%	-4	-5%	4%	6%	4%	2%
Cc1ccc(CSc2sc(C(=O)c3ccccc3)c(N)c2C#N)cc1
  4%[57.1 µM]	-10%	16%[57.1 µM]	-2	-4%	33%	-1%	-2%	-5%
Cc1ccc2[nH]c(=O)c3cc(C(=O)N4CCN(c5ccccc5F)CC4)sc3c2c1
  13%[2.29 µM]	-33%	35%	-10	-2%	9%	-7%	1%	0%
Cc1cc(=O)c2n(Cc3ccccc3Cl)nc[n+]2[nH]1
  -1%	-18%	-7%	-3	1%	-9%	-1%	-6%	0%
COc1cc(-c2nnc(COC(=O)c3nn(CC(C)C)c(=O)c4ccccc34)o2)cc(OC)c1OC
  -2%	-19%	5%	-1	7%	u	1%	-5%	5%
COc1cccc(CSc2nc3nc(C)cc(C)n3n2)c1
  0%	-5%	15%	-7	5%	24%	-10%	1%	0%
CCOC(=O)C(NC(C)=O)(Nc1ccc(F)cc1)C(F)(F)F (stereo not drawn)
  15%[57.1 µM]	6%	23%[57.1 µM]	-3	-2%	41%	-1%	1%	-1%
COc1cc(C(=O)OCC(=O)NC(=O)C2CCCCC2)ccc1OC(F)F
  0%	-27%	9%	2	0%	-2%	-3%	0%	-1%
Cc1ccc(-c2nn(-c3ccccc3)cc2CN(Cc2ccccc2)C(=O)CCC(=O)O)o1
  44%[activator]	-4%	40µM*	-8	u	u	-1%	-5%	-8%
COc1cc(/C=N/NC(=O)c2cc(-c3c(C)nn(-c4ccccc4)c3C)n[nH]2)ccc1O
  -10%	-19%	1%	-2	12%	-9%	10%	u	-23%
Cc1ccc(OCC(=O)Nc2ccc(S(=O)(=O)Nc3cc(C)nc(C)n3)cc2)c(C)c1
  1%	-23%	15%	-8	0%	-9%	-5%	-1%	-9%
